Compound activity (PubChem BioAssay)
D2 ag: agonists of human D2 dopamine receptor. AID 485358. HEK293 T-REx D2 cells, calcium flux agonist mode. activation, % at 2 µM. 340,000 compounds, 0.53% hits;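 active means activation over 3 SD above normal in the single-dose calcium agonist read, cut at about 30% in these data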; further: 0% is about no effect
Target sequence (P14416 whole entry, looked up): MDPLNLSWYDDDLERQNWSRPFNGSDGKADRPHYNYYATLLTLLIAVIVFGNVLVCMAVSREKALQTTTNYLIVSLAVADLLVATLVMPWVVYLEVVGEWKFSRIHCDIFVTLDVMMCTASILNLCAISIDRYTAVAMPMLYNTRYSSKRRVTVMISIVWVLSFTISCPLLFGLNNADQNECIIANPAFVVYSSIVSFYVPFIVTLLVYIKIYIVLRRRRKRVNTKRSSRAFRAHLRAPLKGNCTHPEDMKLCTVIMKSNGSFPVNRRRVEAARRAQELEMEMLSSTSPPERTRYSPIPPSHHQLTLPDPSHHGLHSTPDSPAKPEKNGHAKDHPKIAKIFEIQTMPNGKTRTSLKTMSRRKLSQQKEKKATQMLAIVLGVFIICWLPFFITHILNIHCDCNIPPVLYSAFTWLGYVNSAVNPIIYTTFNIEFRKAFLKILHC
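In this primary screen, compounds producing a positive calcium signal within 180 s of addition to tetracycline-induced, force-coupled HEK293 Trex D2 cells are flagged; cells are dye-loaded with a no-wash calcium kit beforehand.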
D2 antag: antagonists of human D2 dopamine receptor. HEK293 TREx D2 cells, calcium flux, dopamine EC80. inhibition, % at 10 µM. 340,000 compounds, 2% hits. AID 485344; in the data active means inhibition above about 30%; further: 0% is about no effect
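Measurement of antagonist activity uses fluorescent calcium dye in inducible HEK293 T-REx D2 cells: 10 s baseline, compound addition with 180 s read, EC80 dopamine addition with a further 180 s read.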
PI4K2A inh: PI4K2A (human) kinase inhibition; activity change, negative = inhibition, % at 76.9 µM; purified PI4K2A, ADP-Glo luminescence, 1 h; hits give low values; 420,000 compounds, 0.13% hits; Q9BTU6; in the data active means activity change below about -50%; inconclusive means mostly about -30% to -49%;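 further: -100% = wells without enzyme as full effect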
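ADP-Glo luminescence measured ADP generated by PI4K2A enzyme (4 ug/mL before mixing) with 1.2 mM PI substrate (pre-mix) and 300 microM ATP (pre-mix). Tris pH7.5 buffer with MgCl2, Triton X-100; 1 h reaction at ambient temperature.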
TRHR ag: activates the human TRH receptor. 360,000 compounds, 0.18% hits. P34981. AID 493084. TRHR cells, calcium flux fluo-8, FDSS agonist mode. activation, % at 2 µM; in the data active means activation above about 30%; further: 0% is about no effect
Target sequence (P34981 whole entry, looked up): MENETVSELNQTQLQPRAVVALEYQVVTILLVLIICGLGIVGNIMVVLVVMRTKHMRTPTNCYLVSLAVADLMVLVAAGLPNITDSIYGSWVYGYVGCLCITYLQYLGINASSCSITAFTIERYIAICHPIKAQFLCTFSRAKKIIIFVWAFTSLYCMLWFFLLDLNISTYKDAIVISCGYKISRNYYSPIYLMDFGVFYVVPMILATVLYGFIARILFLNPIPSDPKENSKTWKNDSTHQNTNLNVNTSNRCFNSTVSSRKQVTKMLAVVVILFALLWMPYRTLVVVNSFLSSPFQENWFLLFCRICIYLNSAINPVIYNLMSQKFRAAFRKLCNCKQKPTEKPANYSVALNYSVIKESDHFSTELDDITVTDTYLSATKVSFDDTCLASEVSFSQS
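Read-out: compound-evoked intracellular calcium rise in TRHR cells, fluo-8 dye, kinetic FDSS fluorescence at 1 s/cycle following a 10-cycle baseline. Cells cultured overnight before dye loading (30 min–1.5 h, RT).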
TRHR enhancer: allosterically enhances the human TRH receptor; P34981; TRHR cells, fluo-8 calcium fluorescence, EC20 TRH enhancement; enhancement, % at 2 µM; 360,000 compounds, 0.66% hits; AID 493056; in the data active means enhancement above about 30%; further: 0% is about no effect
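Enhancer read-out: after compound pinning and an initial kinetic agonist-mode read, an EC20 of TRH (10 nM final) was injected and fluo-8 calcium signal (Ex 480/Em 530) followed at 1 s/cycle for 100 cycles in TRHR-expressing cells.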
TrxR1 substrate: rat thioredoxin reductase 1 substrate activity | O89049 | purified TrxR1 substrate turnover, NADPH consumption readout | Potency, µM (series often up to 114 µM), without a hit: top-dose activity change, negative = substrate turnover | 390,000 compounds, 0.01% hits; further: potency means the concentration at half of the fitted maximal effect; on the % scale 0 is the no-effect control and ±100 the full control effect; nearly all actives have a fitted effect of over 50% in size
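Rat TrxR1, dispensed at 90 nM, was prereduced with 400 uM NADPH (final) for 5 min at ~22 deg C, then incubated with compound 15 min before 400 uM selenite. A first-read NADPH fluorescence drop versus no-compound background flagged substrates.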
IDH1 R132H inh: blocks human mutant IDH1 R132H enzyme; AID 602179; 390,000 compounds, 0.093% hits; O75874; IDH1-R132H enzyme, NADPH consumption, diaphorase/resazurin fluorescence; Potency, µM (top dose mostly 76.6 µM), without a hit: at the highest dose activity change, negative = inhibition, hits mostly inhibitors; further: potency means the concentration at half of the fitted maximal effect; on the % scale 0 is the no-effect control and ±100 the full control effect; nearly all actives have a fitted effect of over 65% in size
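IDH1-R132H (0.5 ug/mL dispensed) in pH 7.5 Tris buffer was preincubated 30 min with compound, then given a substrate mix of 0.016 mM NADPH and 2 mM alpha-KG for 80 min at room temperature; remaining NADPH was read by diaphorase/resazurin fluorescence.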
rTrxR1 inhibitor: rat TrxR1 inhibition; AID 588453; Potency, µM (highest dose often 114 µM), inactives show at the top dose activity change, negative = inhibition, actives largely listed as inhibitors; O89049; 390,000 compounds, 1% hits; recombinant rTrxR1, NADPH fluorescence consumption, selenite substrate; further: potency means the concentration at half of the fitted maximal effect; on the % scale 0 is the no-effect control and ±100 the full control effect; nearly all actives have a fitted effect of over 65% in size
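Rat TrxR1 (90 nM in the dispensed reagent) was pre-reduced with 400 uM NADPH for 5 min at room temperature, then incubated with compound for 15 min. After 400 uM selenite was added, NADPH fluorescence (Ex 340/Em 450 nm) was followed for 8 min.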
USP1-UAF1 inh: blocks the human USP1/UAF1 deubiquitinase complex; O94782; recombinant USP1/UAF1, Ub-Rhodamine cleavage fluorescence; Potency, µM (highest dose often 57.1 µM), without a hit: at the highest dose activity change, negative = inhibition, usual class: inhibitors; 390,000 compounds, 0.23% hits; AID 743255; further: potency means the concentration at half of the fitted maximal effect; on the % scale 0 is the no-effect control and ±100 the full control effect; nearly all actives have a fitted effect of over 60% in size; inactives centre near -12
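USP1/UAF1 complex (1 nM) preincubated 15 min at room temperature with compound, then Ub-Rho substrate (150 nM final) added. Kinetic fluorescence at 480/540 nm over 6 reads at 60 s intervals; 50 mM HEPES pH 7.8, 0.5 mM EDTA, 0.1 mg/ml BSA, 1 mM TCEP, 0.01% Tween-20.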
Starred values were filed as active, the others as inactive; ? = inconclusive; . = no result given; [ ] = dose if it differs, or a comment. Unless noted, the call rests on the fitted dose curve; in most records, active means well fitted inhibition curve with a large enough effect; inconclusive means small, poorly fitted or top-dose-only effect; inactive means no such curve, though single readings can be large or run the other way. Outcome played no part in choosing rows, and some 3.9% of all compounds hit somewhere here.

SMILES	D2 ag	D2 antag	PI4K2A inh	TRHR ag	TRHR enhancer	TrxR1 substrate	IDH1 R132H inh	rTrxR1 inhibitor	USP1-UAF1 inh
Cc1c(N=C2NC(=O)C(CC(=O)Nc3ccccc3)S2)c(=O)n(-c2ccccc2)n1C (stereo not given)	.	.	-4.6	1.4	17.6	-2.6%	0.6%	-6.6%	-0.2%
COc1ccccc1NC(=O)CSc1c2c(nc3ccccc13)CCC2	-1.4	-8.4	-3.8	-0.1	-5.8	-11.3%	3.5%	2.2%	-4.7%
COC(=O)c1ccccc1NC(=O)COC(=O)/C=C/c1cccs1	.	.	1.2	.	.	10.8%[57.1 µM]	7.7%	11.6%[57.1 µM]	-18.4%
CCCCN(C)CCNC(=O)c1cc2c(-c3ccccc3F)nn(C)c2s1	32.2*	24.3	2.0	0.2	1.0	54.8%	8.0%	22.4%[57.1 µM]	-15.5%
Cc1ccc(S(=O)(=O)N(C)CC(=O)O/N=C(\N)c2cccnc2)cc1	.	.	-1.7	.	.	-5.3%	10.6%	5.2%	0.4%
O=C(Nc1nc(-c2ccccn2)cs1)C12CC3CC(CC(O)(C3)C1)C2	0.0	-20.8	-1.1	0.1	-6.0	2.0%[57.1 µM]	-0.7%	10.3%[57.1 µM]	-4.0%
O=[N+]([O-])c1ccccc1Oc1ccc(S(=O)(=O)N2CCOCC2)cc1	0.2	-5.7	-7.7	-0.1	0.7	11.3%	4.1%	37.8%[activator]	-21.5%
COc1ccc2oc(C(=O)NCc3ccccc3CN3CCCC3)c(C)c2c1	-0.2	17.0	2.1	0.5	4.9	33.5%[activator]	-6.5%	50.1%[activator]	0.0%
CCOc1ccc(C(=O)OCC(=O)N2CCCC2)cc1OCC	1.1	-13.5	6.9	-0.3	-0.3	1.8%	0.1%	10.8%	-13.4%
CCOc1ccccc1NC(=O)CCS(=O)(=O)c1cccs1	0.6	0.8	0.5	-0.1	4.6	0.8%	6.0%	-9.1%	-17.6%
CS(=O)(=O)N(Cc1ccc(Cl)cc1)c1ccc(C(=O)NCc2ccccn2)cc1	11.0	3.2	8.0	4.7	14.7	-5.9%	-2.0%	4.0%	-8.1%
COc1ccc(N2CCN(C(=O)COC(=O)CCOc3ccc(C)cc3)CC2)cc1	.	.	-0.7	-0.2	3.0	-1.6%[57.1 µM]	-7.1%	3.2%[57.1 µM]	-11.5%
COc1cccc(-c2csc(N3CCN(C(=S)Nc4ccccc4)CC3)n2)c1	0.2	2.0	-1.5	-0.2	4.8	0.2%	-1.8%	6.3%	-13.9%
CCC(=O)N1c2ccc(S(=O)(=O)CCC(=O)NC3CCCC3)cc2CC1C (stereo not given)	-0.5	3.9	8.1	0.7	-1.3	0.8%	1.0%	-21.4%	-16.8%
CN(C)c1ccc(-c2nc(-c3ccco3)no2)cc1[N+](=O)[O-]	1.0	.	-4.3	1.0	-4.4	-0.6%	0.2%	20.1%	-7.9%
CCCn1c(N)c(N2CCCCC2)c(=O)n(CC(=O)Nc2cccc(S(=O)(=O)N(C)C)c2)c1=O	.	.	-3.2	.	.	4.1%	1.1%	28.2%	-21.3%
O=C(NNC1=C(C(=O)C(F)(F)F)CCC1)c1cccc(Cl)c1	-0.6	0.4	-4.7	0.4	2.4	-6.0%	7.9%	-26.4%	-13.7%
CC(=O)NC1=NN(C(C)=O)C(C)(c2ccc(C)o2)S1 (stereo not given)	0.9	-9.3	2.1	0.3	-0.8	4.5%	-7.7%	19.6%	-24.5%
CCCC(=O)Nc1ccc2nn(-c3ccc(CC)cc3)nc2c1	-0.2	.	-0.3	0.5	-0.6	24.0%	-0.4%	2.9%	-15.5%
Cc1cc(-c2nc(C)c(C(=O)NNS(=O)(=O)c3cccc(C(F)(F)F)c3)s2)no1	0.4	-9.4	-3.0	-0.1	-5.9	-6.4%	1.2%	-16.3%	-11.7%
OCCNCCCCSc1ccc(Cl)cc1	-1.3	-11.3	3.6	-0.8	4.3	6.1%	3.2%	17.8%	-16.6%
CN(C)CCNC(=O)c1ccc(-n2c(-c3ccccc3)cc3c2CCCCC3)cc1	-0.1	.	1.1	1.0	-3.9	0.8%[11.4 µM]	9.2%	9.0%	-11.4%
NC(=O)c1sc2nc3c(c(-c4ccco4)c2c1N)CCCC3	-0.2	-14.9	-5.1	-0.7	-3.3	4.1%	3.0%	9.2%	-15.0%
Cc1ccn2c(C=O)c(-c3ccc(F)cc3)c(C=O)c2c1	0.2	-10.1	-2.2	0.2	5.0	-12.2%	-10.3%	11.8%	-13.6%
O=C(NCC1CCCCC1)c1cc([N+](=O)[O-])ccc1Cl	0.8	0.9	-1.6	0.4	-5.4	7.2%	6.0%	27.0%	-7.8%
(cont.)
SMILES	D2 ag	D2 antag	PI4K2A inh	TRHR ag	TRHR enhancer	TrxR1 substrate	IDH1 R132H inh	rTrxR1 inhibitor	USP1-UAF1 inh
O=[N+]([O-])c1cccc(COc2cccc(CN3CCOCC3)c2)c1	.	.	4.3	.	.	11.2%	11.5%	26.4%	-14.0%
O=C(NNC(=O)c1cc([N+](=O)[O-])ccc1Cl)c1cccs1	-0.8	0.3	2.2	0.2	-1.1	6.9%[57.1 µM]	13.4%	10.5%[57.1 µM]	-2.7%
COc1cccc(CNC(=O)CCNC(=O)c2ccc(Br)o2)c1	-0.6	15.0	5.6	0.5	-1.0	5.5%[57.1 µM]	-0.2%	24.7%[57.1 µM]	-22.3%
O=C1Nc2ccc(S(=O)(=O)NCc3ccco3)c3cccc1c23	.	.	1.7	.	.	9.1%	18.1%	44.7µM*	-17.2%
O=C(OCc1nnc(-c2ccccc2)o1)C12CC3CC(CC(Br)(C3)C1)C2	-2.9	21.6	-4.4	1.8	-0.9	1.5%[57.1 µM]	-4.6%	18.1%[57.1 µM]	-10.5%
O=C(O)c1occc1CSc1ccccc1	-1.2	0.6	2.3	1.3	-1.2	-2.7%	-6.2%	11.0%	-0.6%
O=C(c1cnccn1)N1CCN(c2ccccc2)CC1	0.2	-6.4	1.4	0.0	-4.5	6.6%	2.4%	15.0%	-13.3%
COc1ccccc1NC(=O)c1ccc(NC(=O)Cc2n[nH]c(=O)c3ccccc23)cc1	.	.	2.2	-0.9	-1.0	2.1%	4.0%	11.0%	-14.8%
Cc1cc(C)c2nc(N3CCN(C(=O)c4cccs4)CC3)sc2c1	1.6	-8.8	0.0	0.0	2.1	-2.2%[57.1 µM]	-6.4%	2.0%[57.1 µM]	-5.7%
CS(=O)(=O)N(CC(=O)Nc1ccccc1C(=O)N1CCOCC1)c1ccc(F)c(Cl)c1	-1.0	18.0	1.4	0.4	2.8	0.6%	0.2%	6.7%	-18.1%
Cc1c(C(=O)N2CCN(Cc3ccc4c(c3)OCO4)CC2)sc2ncnc(N3CCN(c4ccccc4F)CC3)c12	.	.	-2.7	-0.5	-7.3	-0.8%	4.5%	6.3%	-18.1%
c1cncc(-c2nc(NCc3cccs3)c3ccccc3n2)c1	1.8	-7.8	-1.2	1.9	1.9	4.9%[57.1 µM]	-2.5%	7.7%[57.1 µM]	?
Cc1ccc(CNC(=O)CS(=O)(=O)Cc2nc(-c3ccc(C)cc3)oc2C)cc1	-1.9	-5.6	0.9	-0.3	4.6	4.7%	4.9%	-3.0%	-4.9%
N#Cc1ccc(C(=O)NC2CCCc3ccccc32)cc1 (stereo not given)	-0.2	6.5	-0.4	-0.1	-5.3	5.5%[57.1 µM]	6.1%	27.7%[57.1 µM]	-18.0%
O=C(COc1ccc(/C=N/NS(=O)(=O)c2ccccc2)cc1)N1CCOCC1	-1.8	2.8	-2.0	-0.4	0.1	-2.7%	-10.5%	?	-9.1%
CSc1cccc(NS(=O)(=O)c2ccc3[nH]cc(C(=O)N4CCCC4)c(=O)c3c2)c1	0.5	.	1.3	-0.1	13.8	2.7%	-9.0%	10.0%	-4.2%
O=C(Nc1ccc(Cl)cc1)[C@@H]1[C@@H]2C(=O)N(c3ccc(Cl)cc3)C(=O)[C@@H]2[C@H]2C=CC=NN21	-0.7	-5.2	0.1	-0.8	10.9	7.2%[57.1 µM]	1.2%	-9.4%[57.1 µM]	-15.2%
CCOc1ccc(NS(=O)(=O)c2ccc3[nH]cc(C(=O)NCc4ccco4)c(=O)c3c2)cc1	0.1	.	-2.6	0.1	23.8	4.1%	-1.1%	9.6%	-13.2%
CCN(CCn1cccn1)C(=O)c1cc(COc2ccc(F)cc2Cl)on1	-0.7	-7.4	-18.2	0.1	-7.2	-1.4%[57.1 µM]	5.9%	19.5%[57.1 µM]	-13.5%
Cc1cc(C(=O)OCC(=O)N2c3ccccc3CC2C)c(C)o1 (stereo not given)	-3.0	-15.2	-7.9	-0.3	6.4	-6.5%	3.7%	?	-9.6%
CCN(CC)C(=O)C(C)OC(=O)c1ccc(O)cc1 (stereo not given)	-0.2	30.3*	0.6	-0.4	2.1	-1.7%	14.4%	8.4%	3.5%
Cc1ccc(N(Cc2cc(=O)[nH]c3ccccc23)C(=O)C(C)C)cc1	-1.5	-3.3	2.0	-0.1	-16.3	-6.2%	-7.1%	-5.6%	-8.8%
CC(C)(C)OC(=O)N1CCCC(C(=O)Nc2ccc(C(=O)NCCc3ccccc3)cc2)C1 (stereo not given)	.	.	1.1	.	.	0.2%	-8.0%[38.3 µM]	17.3%	-27.6%

Whole records, looked up by structure. Order of screens: D2 ag	D2 antag	PI4K2A inh	TRHR ag	TRHR enhancer	TrxR1 substrate	IDH1 R132H inh	rTrxR1 inhibitor	USP1-UAF1 inh
`CCCCN(C)CCNC(=O)c1cc2c(-c3ccccc3F)nn(C)c2s1` is entered as 32.2*	24.3	2.0	0.2	1.0	54.8%	8.0%	22.4%[57.1 µM]	-15.5%
`CSc1cccc(NS(=O)(=O)c2ccc3[nH]cc(C(=O)N4CCCC4)c(=O)c3c2)c1` is entered as 0.5	.	1.3	-0.1	13.8	2.7%	-9.0%	10.0%	-4.2%
